Screens: PubChem BioAssay, several laboratories
SUMO HTRF inh = SUMOylation inhibition; HTRF SUMOylation assay, SAE1/SAE2 + UBC9, in vitro; inhibition, % at 35 µM; actives 0.36% (n = 290,000); AID 2006; in the data active = inhibition above about 50%, passing the limit was not always enough; note: strong numbers were not always called active
GalR3 antag = blocks the human galanin receptor 3 | inhibition, % at 3 µM | actives 0.44% (n = 360,000) | O60755 | HEK293 GalR3-CNG cAMP membrane potential fluorescence; galR3 body fused to GalR1 C-terminus;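 active = inhibition above the screen-wide average plus 3 SD, cut at about 13% in these data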;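 note: forskolin and galanin both at EC90 stimulate the cells; cAMP rise reported by CNG channel membrane potential dye signal; 0% = forskolin plus galanin with DMSO and 100% = forskolin alone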
Target sequence (O60755 1-299 limits assumed): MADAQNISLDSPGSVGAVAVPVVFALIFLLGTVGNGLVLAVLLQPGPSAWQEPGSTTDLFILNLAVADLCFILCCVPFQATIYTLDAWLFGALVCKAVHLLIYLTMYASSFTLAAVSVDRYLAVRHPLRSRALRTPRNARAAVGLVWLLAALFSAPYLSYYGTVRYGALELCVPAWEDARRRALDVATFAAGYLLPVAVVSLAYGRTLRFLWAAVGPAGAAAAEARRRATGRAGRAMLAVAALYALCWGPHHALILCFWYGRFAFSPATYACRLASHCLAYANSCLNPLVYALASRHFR
CRFR2-BP antag = blocks CRF-induced signaling of the CRF-BP/CRF-R2 complex; actives 0.59% (n = 350,000); HEK293 CRF-R2/CRF-BP, CRF-induced calcium fluorescence; inhibition, % at 11.8 µM;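 active = inhibition of the ligand-induced calcium signal above about 50% at the single tested concentration, limit read from the data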
HCV NS3 hel inh = HCV NS3 helicase inhibition | NS3 helicase DNA unwinding, Cy5 molecular beacon fluorescence | inhibition, % at 10.9 µM | actives 0.56% (n = 290,000) | AID 1800;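 active = inhibition above the mean of all tested compounds plus 3 SD, set per campaign, cut at about 35% in these data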;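 note: 0% = DMSO wells and 100% = thioflavine S control wells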
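Compound dosing – single dose, 10.9 µM nominal final, DMSO 0.8% final · System – NS3 helicase fragment of HCV · Buffer or medium – MOPS pH 6.5, MgCl2, DTT, Tween20, BSA · Signal – Cy5 beacon fluorescence read at start and 1 h · Also added – annealed dual-labelled DNA beacon duplex, ATP-started · Schedule – 1 h at 25 °C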
FID counter = displaces DNA intercalator in HCV helicase counter-screen. DNA fluorescent intercalator displacement, fluorescence. inhibition, % at 7.9 µM. actives 0.17% (n = 290,000); in the data active = inhibition above about 37%;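 note: 0% = vehicle and 100% = reference compound; higher means more ethidium bromide displaced from hairpin DNA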
CRFBP-R2 agonist = CRF-BP/CRF-R2 complex agonism | HEK293 CRF-R2/CRF-BP, calcium dye fluorescence (FLIPR); percent of saturating CRF peptide response | activation, % at 13.2 µM | actives 0.46% (n = 350,000) | AID 588473;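 active = activation of at least 50%, plus an integration ratio under a set limit after plate pattern correction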;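 note: plate controls were neutral control wells without compound for no effect and CRF at EC100 for full effect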
MEKK2 WT-MEK5 = raises or lowers MEK5 binding to wildtype human MEKK2 PB1 domain. Q9Y2U5. bead flow cytometry, Alexa488-MEK5 binding to MEKK2 WT; actives lie on both sides. binding response (% of control), % at 10 µM. actives 1.1% (n = 290,000); in the data active = binding response below about 67% or above about 130%
MEKK3 PB1 HTS = MEKK3-MEK5 PB1 interaction, increase or decrease; bead-based flow cytometry, Alexa488-MEK5 binding to MEKK3; actives lie on both sides; 0 = blocked by unlabeled MEK5, 100 = vehicle; Q99759; binding response (% of control), % at 10 µM; actives 1.4% (n = 290,000);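 active = binding response more than 3 SD above or below the average of its plate-row segment, actives on both sides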;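 note: Alexa488 bead fluorescence after subtracting the streptavidin-only scavenger bead signal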
Target sequence (Q99759 whole entry, looked up): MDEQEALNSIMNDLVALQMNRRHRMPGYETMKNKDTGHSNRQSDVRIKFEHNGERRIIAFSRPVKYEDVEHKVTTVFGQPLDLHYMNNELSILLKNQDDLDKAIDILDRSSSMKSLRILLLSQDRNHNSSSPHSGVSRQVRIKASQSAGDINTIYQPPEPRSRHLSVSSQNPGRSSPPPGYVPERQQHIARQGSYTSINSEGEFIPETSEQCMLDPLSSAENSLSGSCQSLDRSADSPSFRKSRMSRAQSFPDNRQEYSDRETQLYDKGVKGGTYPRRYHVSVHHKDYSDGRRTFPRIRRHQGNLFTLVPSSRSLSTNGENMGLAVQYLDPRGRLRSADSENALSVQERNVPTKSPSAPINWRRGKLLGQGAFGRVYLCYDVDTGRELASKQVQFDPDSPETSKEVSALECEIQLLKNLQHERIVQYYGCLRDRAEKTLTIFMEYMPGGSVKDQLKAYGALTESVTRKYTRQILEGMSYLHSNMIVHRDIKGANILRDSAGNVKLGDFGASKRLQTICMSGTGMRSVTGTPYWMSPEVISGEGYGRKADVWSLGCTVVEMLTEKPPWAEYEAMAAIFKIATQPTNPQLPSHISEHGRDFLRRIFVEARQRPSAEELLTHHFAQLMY
MEKK2mut PB1 HTS = signal of MEK5 binding to mutant human MEKK2 PB1 domain | bead flow cytometry, Alexa488-MEK5 binding to MEKK2 mutant | percent response, % at 10 µM | actives 0.35% (n = 290,000) | AID 1530; in the data active = percent response above about 24%, passing the limit was not always enough; note: inactives centre near 1; some results filed as inactive read as strong as hits
Numbers without * were called inactive; · = no result given. An excerpt. The share of hits here may be higher or lower than overall.

SMILES | SUMO HTRF inh | GalR3 antag | CRFR2-BP antag | HCV NS3 hel inh | FID counter | CRFBP-R2 agonist | MEKK2 WT-MEK5 | MEKK3 PB1 HTS | MEKK2mut PB1 HTS
CN1CCN(S(=O)(=O)c2ccc(NC(=O)COc3ccccc3)cc2)CC1 | 26 | 1 | 8 | -6 | 30 | -0.9 | 100 | 101 | -11
O=C1C2C(c3ccccc3)C=CC(c3ccccc3)C2C(=O)N1c1cccnc1 (stereo not drawn) | -2 | -5 | 4 | -8 | -13 | -1.3 | 103 | 126 | 0
Cc1cc(=O)[nH]c(SCc2nc3ncccn3c2Br)n1 | 30 | 0 | 0 | -5 | -3 | -2.8 | 94 | 96 | 0
CCSc1nnc(C)n1-c1ccc(C(=O)O)cc1 | -9 | 4 | -7 | -4 | 3 | 4.7 | 109 | 104 | 9
COc1cc(C2C(C(=O)c3ccco3)=C(O)C(=O)N2CCc2ccccc2)ccc1O (stereo not drawn) | -2 | 2 | -1 | 9 | -30 | -2.1 | 104 | 102 | 4
Cc1ccc(CNC(=O)CSCc2ccccc2F)cc1 | 4 | 2 | -1 | 4 | -5 | -6.0 | 108 | 104 | 4
CC(=O)Oc1ccc(NC(=O)Cc2ccccc2)cc1 | -12 | -4 | 38 | -3 | -1 | -0.2 | 99 | 101 | 2
CC(C)CCN1CCC(n2nccc2NC(=O)c2ccc3c(c2)OCO3)CC1 | -1 | -6 | -5 | -1 | 3 | -0.8 | 107 | 103 | 5
CC(=O)c1cccc(N(C(=O)c2ccco2)C(C(=O)NC2CCCC2)c2cccs2)c1 (stereo not drawn) | -2 | -5 | 6 | 4 | -33 | 0.1 | 92 | 98 | 4
C=CCC1NS(=O)(=O)OC(CCc2ccccc2)C1O (stereo not drawn) | 3 | -5 | -17 | 26 | -1 | 0.1 | 104 | 104 | 0
COc1ccc(C2/C(=C(/O)c3ccc4c(c3)CC(C)O4)C(=O)C(=O)N2CCCN2CCOCC2)cc1OC (stereo not drawn) | 7 | -4 | -7 | 6 | -13 | -0.5 | 109 | 102 | 9
COc1ccc(C(=O)C[n+]2cccc(C)c2)cc1 | 5 | -1 | 9 | -4 | 3 | -0.6 | 99 | 99 | -2
O=[N+]([O-])c1nn(-c2ccc(Cl)cc2)n(O)c1=NCc1ccccc1 | 7 | -1 | -3 | -11 | 6 | -0.4 | 80 | 80 | -16
CCOc1[nH]n(-c2ccc(Cl)cc2)c(=O)c1C=Nc1ccc(OC)cc1 | 21 | -2 | -1 | 1 | 0 | -1.7 | 98 | 100 | -4
CC(=O)C1=C(Nc2ccc(C)cc2)CC(C)(O)C(C(C)=O)C1c1ccco1 (stereo not drawn) | -1 | 2 | 1 | 7 | 1 | 0.4 | 106 | 111 | -1

Some of the entries so far, field by field.
C=CCC1NS(=O)(=O)OC(CCc2ccccc2)C1O (stereo not drawn)
- SUMO HTRF inh: 3
- GalR3 antag: -5
- CRFR2-BP antag: -17
- HCV NS3 hel inh: 26
- FID counter: -1
- CRFBP-R2 agonist: 0.1
- MEKK2 WT-MEK5: 104
- MEKK3 PB1 HTS: 104
- MEKK2mut PB1 HTS: 0
O=C1C2C(c3ccccc3)C=CC(c3ccccc3)C2C(=O)N1c1cccnc1 (stereo not drawn)
- SUMO HTRF inh: -2
- GalR3 antag: -5
- CRFR2-BP antag: 4
- HCV NS3 hel inh: -8
- FID counter: -13
- CRFBP-R2 agonist: -1.3
- MEKK2 WT-MEK5: 103
- MEKK3 PB1 HTS: 126
- MEKK2mut PB1 HTS: 0
CC(=O)C1=C(Nc2ccc(C)cc2)CC(C)(O)C(C(C)=O)C1c1ccco1 (stereo not drawn)
- SUMO HTRF inh: -1
- GalR3 antag: 2
- CRFR2-BP antag: 1
- HCV NS3 hel inh: 7
- FID counter: 1
- CRFBP-R2 agonist: 0.4
- MEKK2 WT-MEK5: 106
- MEKK3 PB1 HTS: 111
- MEKK2mut PB1 HTS: -1
CN1CCN(S(=O)(=O)c2ccc(NC(=O)COc3ccccc3)cc2)CC1
- SUMO HTRF inh: 26
- GalR3 antag: 1
- CRFR2-BP antag: 8
- HCV NS3 hel inh: -6
- FID counter: 30
- CRFBP-R2 agonist: -0.9
- MEKK2 WT-MEK5: 100
- MEKK3 PB1 HTS: 101
- MEKK2mut PB1 HTS: -11

(more compounds)
SMILES | SUMO HTRF inh | GalR3 antag | CRFR2-BP antag | HCV NS3 hel inh | FID counter | CRFBP-R2 agonist | MEKK2 WT-MEK5 | MEKK3 PB1 HTS | MEKK2mut PB1 HTS
CCOC(=O)N1CCN(S(=O)(=O)c2ccc(C(=O)Nc3sc4c(c3C#N)CCC4)cc2)CC1 | 9 | -8 | 9 | 5 | 0 | -1.4 | · | · | ·
COc1cc2c(c(O)c1OC)-c1c(cc(OC)c(OC)c1OC)C[C@@H](C)[C@@H](C)C2 | -4 | 0 | 4 | · | · | -3.3 | 99 | 101 | 2
Cc1cc(C)n(C(=O)C(C)n2nc([N+](=O)[O-])c(Br)c2C)n1 (stereo not drawn) | -3 | 2 | 21 | -26 | 5 | -2.9 | 110 | 100 | 18
Cc1cc(C)n(Cc2ccc(C(=O)O)o2)n1 | 16 | 2 | 3 | 3 | 7 | -1.7 | 101 | 100 | 0
O=C(Nc1cccnc1)C1CCN(S(=O)(=O)c2ccc(Cl)cc2)CC1 | -8 | 0 | -11 | 15 | -9 | -1.2 | 100 | 103 | -5
Fc1ccccc1CSc1ncn[nH]1 | 24 | -5 | -6 | 5 | 2 | -4.6 | 81 | 79 | -16
COCCNC(=O)CSc1nc2cc(OC)c(OC)cc2c(=O)n1CCC1=CCCCC1 | 2 | -4 | -1 | 1 | -8 | -1.4 | 106 | 104 | 4
Cc1ccccc1OCc1nnc(SCC(=O)O)n1Cc1ccccc1 | 15 | -1 | 9 | 7 | -33 | -0.8 | 100 | 96 | 1
COCCN1Cc2cccc(C(=O)NCc3ccc4c(c3)OCO4)c2C1=O | 16 | 0 | -2 | 8 | -17 | 0.0 | 101 | 102 | -1
COc1ccc([N+](=O)[O-])cc1NCC(=O)c1ccc(C)cc1 | 27 | -5 | 17 | -9 | -1 | -0.9 | 109 | 113 | 10
CCCc1ccc2oc(C(=O)N(C)Cc3ccn[nH]3)c(C)c2c1 | 6 | -8 | -16 | -4 | -32 | 4.9 | 96 | 98 | -2
Cn1nccc1C(=O)N/N=C/c1c(O)ccc2ccccc12 | -44 | 0 | -6 | 9 | -29 | 3.7 | 110 | 109 | 4
O=C(N/N=C/c1ccco1)c1ccc(NC(=O)C2CC2)cc1 | 21 | -6 | 1 | 3 | -8 | 0.5 | 84 | 90 | -12
CC(C)=C1SC(N2CCN(c3ccc(C)c(Cl)c3)CC2)=NC1=O | 20 | -6 | -4 | -3 | -4 | -1.1 | 100 | 103 | 2
COc1ccc2nc(SCCC(=O)O)cc(C)c2c1 | 17 | 0 | -9 | -10 | -4 | -2.2 | 88 | 83 | -18
CCOc1cccc(NC(=O)C2CC(=O)NC(=Nc3ccccc3)S2)c1 (stereo not drawn) | 2 | -6 | 5 | -4 | -19 | -0.9 | 100 | 99 | 4
O=C(COC(=O)CCSc1ccccc1Cl)Nc1ccc(F)cc1F | -13 | -1 | 14 | 0 | -10 | 0.0 | 103 | 94 | 8
Cc1ccn2cc(CC(=O)O)nc2c1 | 6 | 5 | 6 | -4 | 2 | -2.9 | 94 | 101 | 1
CC(=O)NN1C(=O)/C(=C2/Sc3ccccc3N2C)SC1=S | -4 | -12 | -6 | -24 | -1 | -0.8 | 98 | 99 | -1
c1cc(-c2cccs2)nc(-c2cccs2)c1 | 3 | -2 | -1 | 6 | 0 | -0.6 | 94 | 96 | -3
COc1ccccc1CN1CC(C(=O)NCC2CCCO2)CC1=O (stereo not drawn) | 11 | -2 | 16 | 7 | -3 | 0.1 | 102 | 98 | 4
Cc1cc(C(C)(C)C)oc1C(=O)N(CC(=O)NC1CCCC1)c1cccc(C(F)(F)F)c1 | -7 | · | -17 | -1 | -18 | 1.6 | 91 | 96 | -4
COc1ccc(S(=O)(=O)N2CCOCC2)cc1C(=O)Nc1nc2ccccc2s1 | 4 | -4 | -3 | -1 | 0 | -0.3 | 95 | 96 | -7
CCN(CC)S(=O)(=O)c1cccc(C(=O)N[C@H](C(=O)OCC(N)=O)C(C)C)c1 | 15 | 9 | 6 | -2 | -5 | -0.6 | 105 | 105 | 3
COc1ccc(S(=O)(=O)N2CCCC2C(=O)Nc2nc3c(s2)CCCC3)cc1 (stereo not drawn) | -14 | -1 | -53 | -14 | -27 | -1.9 | 101 | 101 | 3
COCCCNC(=S)N1CCN(c2nc(-c3cccc(OC)c3)cs2)CC1 | -4 | -6 | 12 | -10 | -29 | -1.8 | 95 | 83 | -4
CCc1sc(C(=O)NCc2ccco2)cc1C | 10 | -9 | 15 | 3 | -8 | -0.6 | 95 | 92 | 2
NC(=O)c1ccc(-n2nnnc2SCC(=O)Nc2ccc(N3CCOCC3)c(Cl)c2)cc1 | 25 | 8 | -8 | 1 | -4 | 1.1 | 99 | 98 | -1
COCCCNC(=O)CCn1c(=O)c2ccccc2n(CC(=O)Nc2cc(Cl)ccc2C)c1=O | 9 | 0 | 13 | 1 | -6 | -1.6 | 100 | 101 | 7
O=C(c1ccco1)N1CCN(c2ncnc3scc(-c4ccc(F)cc4)c23)CC1 | 1 | 2 | -8 | -8 | -32 | -1.5 | 93 | 105 | 2
CCOC(=O)N1CC=C2C(C#N)=C(N)C(C#N)(C#N)[C@H](c3cccs3)C2C1 (stereo partly drawn) | 20 | -2 | 6 | 2 | -7 | 10 | 102 | 100 | 2
Cc1cc(C)n2nc(C(=O)Nc3cccc(S(=O)(=O)N(C)c4ccccc4)c3)nc2n1 | 3 | -1 | 0 | 0 | -21 | -1.2 | 101 | 99 | 1
CCOC(=O)N1CCN(c2cc(C)c([N+](=O)[O-])cc2F)CC1 | 3 | -5 | 9 | -4 | -5 | -1.3 | 98 | 103 | 4
CC1CCCC(C)N1C(=O)CSc1nc2ccccc2s1 (stereo not drawn) | 23 | -3 | 32 | -9 | -13 | 0.4 | 94 | 92 | -12
COc1cccc(NC(=O)NNC(=O)CN2C(=O)COc3ccccc32)c1 | 10 | -10 | 8 | -3 | -12 | -1.1 | 104 | 103 | 9
COc1ccc(N2C(=O)c3ccc(C(=O)Nc4ccc(NC(C)=O)cc4)cc3C2=O)cc1 | 24 | -10 | 14 | -14 | -5 | 1.9 | 107 | 103 | 9
COc1ccc(C(=O)C2CCCN(C(=O)c3cccc(N(C)C)c3)C2)cc1OC (stereo not drawn) | 2 | 0 | 2 | 11 | -45 | -1.7 | 98 | 98 | 2
